aSyn rescue: qHTS of alpha-syn Inhibitors. Yeast expressing alpha-synuclein, growth rescue, BacTiter-Glo, 24 h. Potency, µM (titrated, usually from 46.1 µM), for the others: top-dose growth rescue (activation), hits mostly activators. actives 0.14% (n = 370,000); also: potency is read from the fitted curve at half-maximal effect; % of control where 0% means no effect; nearly all actives have a fitted effect of over 65% in size
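Galactose-induced alpha-syn yeast (OD600=0.02, raffinose-pregrown) + pinned cpd, 24 hr, 30 deg C; growth by BacTiter-Glo luminescence. Growth restoration scores as activation.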
Akt phos inh: HTS Assay for Inhibitors of Akt Phophorylation: Primary Screen; Neuro2A IGF-stimulated pAkt S473 HTRF, 20 min; hits give low values; activity change, % for hits at 50 µM; actives 0.32% (n = 360,000); AID 651550, 2012; in the data active = activity change below about -80%; inconclusive = mostly about -51% to -80%; also: % is scaled to controls: 0 for no effect and ±100 for the full control effect
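Neuro2A cells (4,500/well, DMEM with 0.5% FBS) were treated with compound at a single 50 µM final concentration, stimulated with 6 nM IGF for 20 min at 37 °C, and lysed. Phospho-Akt Ser473 was read by HTRF as 665/615 ratio ×10^4.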
HEK293 tox: qHTS of GLP-1 Receptor Inverse Agonists: Cytotox Screen; Potency, µM (doses to about 38.3 µM), for inactives: top-dose activity change, negative = inhibition, usual class: inhibitors; AID 624418, 2012; actives 0.13% (n = 410,000); HEK293 cAMP-luciferase reporter cells, luminescence, 24 h;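 also: loss of luciferase light is scored as toxicity; potency is read from the fitted curve at half-maximal effect; % is scaled to controls: 0 for no effect and ±100 for the full control effect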
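Here, cytotoxicity is scored as loss of luminescence. The MLSMR collection was tested on cells seeded in medium containing 10% Nu serum, with a 24 hr compound exposure preceded by 12 hours of culture.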
PTHR1 agonist: qHTS for PTHR1 Agonists: Primary Screen; Potency, µM (top dose mostly 115 µM), without a hit: at the highest dose activation, usual class: activators; HEK293 GP2 PTHR1 cells, GloSensor cAMP luminescence, 1 h; actives 0.075% (n = 410,000); AID 743266, 2014; Parathyroid hormone/parathyroid hormone-related peptide receptor (Homo sapiens), Q03431; also: potency is read from the fitted curve at half-maximal effect; nearly all actives have a fitted effect of over 55% in size; some results filed as inactive show a strong effect at the top dose; inactives centre near -15; many of its hits are not listed in these tables
Target sequence (Q03431 whole entry, looked up): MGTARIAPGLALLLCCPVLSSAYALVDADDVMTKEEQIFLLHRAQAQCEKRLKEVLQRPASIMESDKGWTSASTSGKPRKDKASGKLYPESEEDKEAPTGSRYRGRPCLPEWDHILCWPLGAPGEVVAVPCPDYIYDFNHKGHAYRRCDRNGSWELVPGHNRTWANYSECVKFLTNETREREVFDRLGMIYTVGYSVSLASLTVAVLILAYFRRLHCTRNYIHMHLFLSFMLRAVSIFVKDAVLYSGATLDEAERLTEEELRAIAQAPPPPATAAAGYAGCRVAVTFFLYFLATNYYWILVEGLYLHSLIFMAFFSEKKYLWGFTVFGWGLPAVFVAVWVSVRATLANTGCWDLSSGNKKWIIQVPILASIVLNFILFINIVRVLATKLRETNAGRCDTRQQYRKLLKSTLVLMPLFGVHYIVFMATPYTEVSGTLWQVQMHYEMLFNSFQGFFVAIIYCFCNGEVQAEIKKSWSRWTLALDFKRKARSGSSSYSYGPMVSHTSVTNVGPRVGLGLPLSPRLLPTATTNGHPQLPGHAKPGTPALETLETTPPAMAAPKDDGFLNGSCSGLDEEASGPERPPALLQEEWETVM
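HEK-293-derived GP2 cells expressing PTHR1 and a GloSensor cAMP reporter, 3,000/well, plated overnight, given luciferin plus IBMX (each 0.5 mM as added) for 1 h at 37 °C, then compound for 1 h at 37 °C. Luminescence was read after 15 min at room temperature.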
GLP-1R inv ag: qHTS of GLP-1 Receptor Inverse Agonists (Inhibition Mode); HEK293 GLP-1R CRE-luciferase, luminescence, 24 h; GLP-1R form is constitutively active; Potency, µM (titrated, usually from 38.3 µM), without a hit: at the highest dose activity change, negative = inhibition, usual class: inhibitors; actives 1.6% (n = 410,000); AID 624417, 2012; also: potency is read from the fitted curve at half-maximal effect; % is scaled to controls: 0 for no effect and ±100 for the full control effect; nearly all actives have a fitted effect of over 55% in size
Target sequence (P43220 whole entry, looked up): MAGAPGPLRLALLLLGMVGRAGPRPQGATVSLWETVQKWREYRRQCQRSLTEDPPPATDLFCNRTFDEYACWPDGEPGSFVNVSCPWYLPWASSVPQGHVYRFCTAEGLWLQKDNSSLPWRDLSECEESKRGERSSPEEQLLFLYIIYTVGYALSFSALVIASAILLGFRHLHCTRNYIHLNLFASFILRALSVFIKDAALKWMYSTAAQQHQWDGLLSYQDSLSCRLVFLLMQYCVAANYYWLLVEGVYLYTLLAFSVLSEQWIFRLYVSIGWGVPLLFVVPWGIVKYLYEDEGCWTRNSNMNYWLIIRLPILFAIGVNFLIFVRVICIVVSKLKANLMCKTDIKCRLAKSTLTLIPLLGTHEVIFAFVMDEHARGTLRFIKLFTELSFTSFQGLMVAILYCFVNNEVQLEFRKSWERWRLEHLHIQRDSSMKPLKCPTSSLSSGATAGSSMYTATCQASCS
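GLP-1R inverse agonism mode: basal reporter luminescence in engineered HEK293 cells measured after one day of compound exposure at 37 deg C, with a 12 min room-temperature detection step.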
MmCpn inh: Inhibitors of TCP-1 ring complex (TRiC) of Methanococcus maripaludis (MmCpn): qHTS. actives 0.031% (n = 330,000). Potency, µM (highest dose often 76.9 µM), without a hit: at the top dose activity, negative = inhibition, most hits filed as inhibitors. purified Mm-Cpn ATPase, ADP Transcreener TR-FRET. Chaperonin Mm-Cpn (Methanococcus maripaludis); also: potency is read from the fitted curve at half-maximal effect; % is scaled to controls: 0 for no effect and ±100 for the full control effect; nearly all actives have a fitted effect of over 80% in size
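ATPase read-out: TR-FRET ADP immunoassay (anti-ADP Eu cryptate vs ADP-d2), ex 320 nm, em 590/665 nm; signal drops as ADP forms. Enzyme 25 nM, ATP 10 uM, 30 min at 37°C after 10 min compound preincubation.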
Abeta yeast res: qHTS for compounds that reverse cellular toxicity of Amyloid beta (A-beta) peptide in yeast: Primary Screen | yeast expressing A-beta42, growth rescue, OD600, 48 h; response scale: 0% DMSO, 100% iron-clioquinol control | actives 0.063% (n = 410,000) | Potency, µM (top dose mostly 46.1 µM), for inactives: at the highest dose growth rescue, hits mostly activators | AID 1347071, 2019; also: potency is read from the fitted curve at half-maximal effect; nearly all actives have a fitted effect of over 55% in size
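Yeast A-beta toxicity model in growth medium with pinned compounds, 48 h at 30 C; growth read as absorbance at 600 nm. Normalized to FeCl3/clioquinol equimolar mix (positive) and DMSO (negative).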
TDP-43 yeast inh: qHTS of TDP-43 Inhibitors; AID 652104, 2013; TDP-43 expressing yeast growth rescue, BacTiter-Glo, 24 h; Potency, µM (titrated, usually from 46.1 µM), for the others: at the top dose growth rescue (activation), usual class: activators; actives 1.8% (n = 410,000); also: potency is read from the fitted curve at half-maximal effect; % of control where 0% means no effect; nearly all actives have a fitted effect of over 50% in size
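Galactose-induced TDP-43 yeast, OD600=0.02, compound pinned; 24 hr, 30 deg C; BacTiter-Glo luminescence for growth. Inhibitors of TDP-43 toxicity read as activators.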
FUS suppressor: qHTS for Suppressors of FUS Proteinopathy: Primary screen using FUS-linked yeast assay; S. cerevisiae FUS-expressing, growth rescue, OD600, 24 h; Potency, µM (series often up to 76.6 µM), without a hit: at the highest dose growth rescue (activation), actives largely listed as activators; actives 0.24% (n = 390,000);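 also: potency is read from the fitted curve at half-maximal effect; plate controls were DMSO vehicle for no effect and reference control for full effect; nearly all actives have a fitted effect of over 55% in size; some results filed as inactive show a strong effect at the top dose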
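Yeast FUS proteinopathy model; galactose-induced FUS (2%), starting OD 0.005. Cpds in dilution series, 24hr, 30C, 99% humidity. Abs 600 nm growth. Pos ctrl CP55940 (top 92uM final); neg ctrl DMSO.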
An asterisk follows results filed as active; i = inactive; ? = inconclusive; . = not tested or not shown; & = joins results of further samples; ! = not confirmed by another sample; [ ] = another dose, or the depositor's remark. Unless noted, calls follow the shape of the dose curve; as a rule, active = well fitted curve in the direction sought with a large enough effect; inconclusive = small, poorly fitted or top-dose-only effect, or another doubt; inactive = no such curve, though single readings can be large; an effect the other way counts as inactive or inconclusive. A portion of the library; the hit share may differ from the screen's.

SMILES | aSyn rescue | Akt phos inh | HEK293 tox | PTHR1 agonist | GLP-1R inv ag | MmCpn inh | Abeta yeast res | TDP-43 yeast inh | FUS suppressor
Cc1ccc(S(=O)(=O)N2CCCC(C(=O)N3CCN(C)CC3)C2)cc1 (configuration not stated) | 1% | i | -1% | i | -1% | -1% | -1% | 13% | .
O=C(Nc1nnc(S(=O)(=O)N2CCCCC2)s1)c1ccc(F)cc1 | . | . | -2% | i | 2% | . | -11% | 18% | -26%
Cn1c(=O)[nH]c(=O)c2c1nc(CN1CCN(c3cccc(Cl)c3)CC1)n2CCN1CCOCC1 | 0% | i | 2% | i | 14% | 0% | 7% | -9% | .
O=C(NCCc1ccc(Cl)cc1)c1cnc2n(c1=O)CCS2 | 11% | i | 1% | -29% | 1% | -1% | 12% | 35µM* | -25%
CCSCc1nnc(SCC(=O)Nc2nc3ccccc3s2)n1C | -2% | i | -10% | -4%[57.5 µM] | -2% | 1% | 14% | 6% | -5%
COCCNc1nc2c(S(=O)(=O)c3cc(C)ccc3C)nnn2c2ccccc12 | -7% | i | 7% | i | 22% | ? | 0% | 4% | 0%
COc1cccc2cc(C(=O)N3CCCCCCC3)c(=O)oc12 | 1% | i | -6% | 5% | 4% | -2% | -1% | -10% | 7%
CCN(CC)S(=O)(=O)c1ccc2c(c1)N(CC(=O)NCCCN1CCN(c3ccc(OC)cc3)CC1)C(=O)CO2 | . | . | 0% | i | -10% | . | -2% | 5% | 25%
Cc1ccc(CN2C(=O)C(Cc3ccccc3)Nc3ncnc(N4CCCCC4)c32)cc1 (configuration not stated) | 13%&1% | i | 3%&0% | -3%&-22% | ? | -5% | ? | 15%&0% | 29%&31%
O=C(NNC(=O)c1ccc(-c2ccccc2)cc1)Nc1ccccc1F | 1% | i | 12% | i | 2% | -1% | 4% | 12% | 1%

3 entries out of the list above, arranged by their value in FUS suppressor, highest first:
Structure	aSyn rescue	Akt phos inh	PTHR1 agonist	GLP-1R inv ag	MmCpn inh	FUS suppressor
CCN(CC)S(=O)(=O)c1ccc2c(c1)N(CC(=O)NCCCN1CCN(c3ccc(OC)cc3)CC1)C(=O)CO2	.	.	i	-10%	.	25%
O=C(NNC(=O)c1ccc(-c2ccccc2)cc1)Nc1ccccc1F	1%	i	i	2%	-1%	1%
O=C(NCCc1ccc(Cl)cc1)c1cnc2n(c1=O)CCS2	11%	i	-29%	1%	-1%	-25%

Next structures
SMILES | aSyn rescue | Akt phos inh | HEK293 tox | PTHR1 agonist | GLP-1R inv ag | MmCpn inh | Abeta yeast res | TDP-43 yeast inh | FUS suppressor
O=C(Cc1ccccc1)NCc1ccc(-n2cccc2)cc1 | 1% | i | -26% | -1% | ? | -1% | -10% | 9% | 9%
Cc1ccc2nc(-c3ccccc3C)oc(=O)c2c1 | -1% | i | 4% | i | 13% | 1% | -6% | ? | -14%
CC(=O)C1=CCC(c2ccc(Cl)cc2)N(S(=O)(=O)c2ccc(C)cc2)C1 (configuration not stated) | ? | i | 1%&1% | -20%&-53% | -8%&-16% | . | -17%&-17% | 35µM*! | ?
COc1ccc(CCN(Cc2cccs2)S(=O)(=O)c2ccc(-n3cnnn3)c(OC)c2)cc1OC | -2% | i | 0% | i | 7% | 0% | -12% | -4% | 23%
COc1ccc(N2C(=O)CC(N3CCN(S(=O)(=O)c4c(C)cc(C)cc4C)CC3)C2=O)cc1 (configuration not stated) | 11% | i | -19% | i | -19% | 0% | 2% | 20% | .
CC(=O)Nc1cccc(NC(=O)CSc2nnc(Cc3cccn3C)n2-c2ccc(C)cc2)c1 | 9% | i | 9% | i | 0% | -7% | 3% | -22% | ?
COc1ccccc1C1=NOC(Cn2c(NCCCO)nc3c2c(=O)n(C)c(=O)n3C)C1 (configuration not stated) | -7% | i | 3% | i | -4% | -1% | -7% | -6% | 0%
O=C(c1ccc(F)cc1F)N1CCCC(c2nc(-c3cccs3)no2)C1 (configuration not stated) | 11% | i | 16% | -25% | -46% | 2% | -16% | -8% | 23%
CCOc1ccc(NC(=O)C2CCCN(S(=O)(=O)c3ccc(Br)s3)C2)cc1 (configuration not stated) | . | . | 1% | i | -9% | . | 4% | 19% | -17%
CCOC(=O)C1=C(CN2CCN(c3cc(C)ccc3C)CC2)NC(=O)NC1c1ccccc1 (configuration not stated) | . | . | -13% | -34%[inhibitor] | 8.9µM* | . | -1% | 1% | 17%
CCN(C(=O)c1cnc(OC)cc1C(F)(F)F)c1ccc(Cl)cc1Cl | 3% | i | 9% | -35%[inhibitor] | ? | 0% | -4% | -22% | 13%
CCOC(=O)CN(c1ccccn1)S(=O)(=O)c1ccccc1 | 4% | i | 4% | i | 1% | 2% | 7% | 8% | 17%
O=[N+]([O-])c1ccc(NCCNS(=O)(=O)c2ccccc2)c(C(F)(F)F)c1 | 0% | i | -33% | -12% | ? | 0% | 33% | 27% | -1%
O=C(c1ccco1)N1CCN(S(=O)(=O)c2ccc3[nH]c(=O)oc3c2)CC1 | 4% | i | 23% | i | 6% | 0% | -8% | -7% | -1%
CCCOc1ccc(F)cc1-c1cc(C(=O)NCc2ccc(C(F)(F)F)cc2)[nH]n1 | -8% | i | 0% | -57%[inhibitor] | ? | . | 10% | 5% | -7%
Cc1cnc(NC(=O)NCC2CCCC(CNC(=O)Nc3ncc(C)s3)C2)s1 (configuration not stated) | -5% | i | -7% | -2% | ? | 2% | 10% | 0% | 42%
Cn1c(NCCO)nc2c(c1=O)C1(CCCCC1)Cc1ccccc1-2 | 0% | i | -17% | -5% | ? | -1% | -6% | 29% | 14%
COC(=O)CN(c1ccc(OC)cc1)S(=O)(=O)c1c(C)noc1C | 8% | i | -5% | i | 5% | -2% | 8% | 5% | 2%
Cc1cc(C)cc(N2C(=O)CN(Cc3ccccc3)C2=S)c1 | 13% | i | 9% | -16% | ? | -1% | -17% | ? | 1%
CCOc1ccc(CNC(=O)CN2C(=O)C(c3ccccc3)Oc3cccnc32)cc1 (configuration not stated) | 9% | i | 9% | -19% | -15% | 1% | 5% | -3% | 15%
CCN1CC=C2C(C#N)=C(N)C(C#N)(C#N)C(CCc3ccccc3)C2C1 (configuration not stated) | -8% | i | 80%[activator] | i | -1% | 0% | 6% | 4% | ?
Cc1csc(Nc2cccc3ccccc23)n1 | 1% | i | 1% | -43%[inhibitor] | ? | -1% | 1% | -7% | 11%
Cc1ccc(CN2CCCn3nc(C(=O)NCCN(C)C)cc3C2=O)cc1 | . | . | 5% | i | -4% | . | -22% | -9% | -5%
COc1ccccc1CNC(=O)c1cc(-c2ccc(F)cc2OC)n[nH]1 | -3% | i | 5% | -14% | -12% | . | -7% | ? | -16%
COC(=O)c1cc(C(=O)c2cccc(Cl)c2Cl)cn1C | 13% | i | -12% | -25% | 0% | 0% | 28% | 18µM* | 14%
COc1ccc(C2=NOC(C(=O)N3CCOCC3)C2)cc1OC (configuration not stated) | 1% | . | -11% | i | 0% | -1% | -4% | -4% | 0%
Cc1ccc(S(=O)(=O)N(C)C2(C)CCS(=O)(=O)C2)cc1 (configuration not stated) | 6% | . | 3% | 5%[57.5 µM] | 7% | -2% | -18% | -17% | 93%
CC(C)(C)NC(=O)CSc1nncn1NCc1ccccc1 | 3% | i | -6% | i | 5% | 1% | 14% | -4% | -10%
COc1ccc(OC)c(C2C(C(C)=O)=C(O)C(=O)N2c2ccc(O)cc2)c1 (configuration not stated) | 2% | i | -11% | i | 0% | -1% | 4% | 6% | 5%
CC(=O)N1CC[n+]2c(-c3ccc([N+](=O)[O-])cc3)csc21 | -4% | i | -27% | -5% | 2% | 1% | -5% | -23%[1.82 µM] | ?
COc1ccc(C(=O)Nc2ccc3nc4n(c(=O)c3c2)CCCCC4)cc1OC | 5% | i | -9%&3% | -13%&-17% | 14%&8% | . | -12%&-3% | 17%&10% | 2%&-13%

In the list so far, two contain a nitro group on carbon.
SMILES | aSyn rescue | Akt phos inh | HEK293 tox | PTHR1 agonist | GLP-1R inv ag | MmCpn inh | Abeta yeast res | TDP-43 yeast inh | FUS suppressor
O=[N+]([O-])c1ccc(NCCNS(=O)(=O)c2ccccc2)c(C(F)(F)F)c1 | 0% | i | -33% | -12% | ? | 0% | 33% | 27% | -1%
CC(=O)N1CC[n+]2c(-c3ccc([N+](=O)[O-])cc3)csc21 | -4% | i | -27% | -5% | 2% | 1% | -5% | -23%[1.82 µM] | ?
